PLK1 PBD inh: qHTS for Inhibitors of PLK1-PDB (polo-like kinase 1 - polo-box domain): Primary Screen | Plk1 PBD binding of FITC phosphopeptide, fluorescence polarization | Potency, µM, inactives show max response, negative = inhibition, actives largely listed as inhibitors | 360,000 tested, 2.8% active | AID 720504, 2013; note: potency is the fitted concentration of half-maximal effect; series mostly up to about 57 µM; % is set by controls: 0 for no effect and ±100 for the full control effect; nearly all actives have a fitted effect of over 65% in size
Target sequence (P53350 whole entry, looked up, the tested form may be a part): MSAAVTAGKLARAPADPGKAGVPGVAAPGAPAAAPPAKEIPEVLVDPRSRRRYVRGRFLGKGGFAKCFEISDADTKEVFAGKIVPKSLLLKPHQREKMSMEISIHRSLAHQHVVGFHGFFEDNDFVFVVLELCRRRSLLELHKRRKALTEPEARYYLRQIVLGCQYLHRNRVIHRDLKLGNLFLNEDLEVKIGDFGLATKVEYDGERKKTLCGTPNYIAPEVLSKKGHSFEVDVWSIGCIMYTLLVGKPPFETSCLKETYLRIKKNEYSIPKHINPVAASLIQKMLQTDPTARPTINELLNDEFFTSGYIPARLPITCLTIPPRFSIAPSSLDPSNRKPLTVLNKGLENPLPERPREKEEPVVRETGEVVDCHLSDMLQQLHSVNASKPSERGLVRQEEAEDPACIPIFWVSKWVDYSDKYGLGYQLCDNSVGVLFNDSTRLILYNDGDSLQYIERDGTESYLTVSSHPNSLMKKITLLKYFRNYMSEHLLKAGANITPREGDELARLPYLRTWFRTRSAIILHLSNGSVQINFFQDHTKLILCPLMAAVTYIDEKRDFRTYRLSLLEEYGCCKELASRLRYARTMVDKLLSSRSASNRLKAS
WRN helicase inh: qHTS for Inhibitors of WRN Helicase; Bifunctional 3'-5' exonuclease/ATP-dependent helicase WRN (Homo sapiens), Q14191; WRN helicase unwinding, fluorescent forked duplex, kinetic; Potency, µM (series often up to 114 µM), inactives show at the top dose activity change, negative = inhibition, actives largely listed as inhibitors; 360,000 tested, 0.46% active; AID 651768, 2012; note: potency is the fitted concentration of half-maximal effect; % is set by controls: 0 for no effect and ±100 for the full control effect; nearly all actives have a fitted effect of over 55% in size
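Kinetic red-fluorescence monitoring (525/598 nm) tracks WRN helicase activity after 100 nM fluorophore-quencher forked duplex and 2 mM ATP are added to 20 nM enzyme pretreated 15 min at room temperature with compound.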
aSyn rescue: qHTS of alpha-syn Inhibitors. Yeast expressing alpha-synuclein, growth rescue, BacTiter-Glo, 24 h. 370,000 tested, 0.14% active. Potency, µM (highest dose often 46.1 µM), for inactives: top-dose growth rescue (activation), hits mostly activators; note: potency is the fitted concentration of half-maximal effect; % of control where 0% means no effect; nearly all actives have a fitted effect of over 65% in size
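Screening used galactose-induced yeast with toxic alpha-synuclein levels, exposed to compound for 24 hr at 30 deg C. Cell growth, read with BacTiter-Glo luminescence, gave the measured signal.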
PI5P4K alpha inh: qHTS for Inhibitors of phosphatidylinositol 5-phosphate 4-kinase (PI5P4K). Phosphatidylinositol 5-phosphate 4-kinase type-2 alpha (Homo sapiens), P48426. PI5P4Kalpha enzyme, ADP-Glo luminescence, 60 min; active compounds read low. max response, %. 330,000 tested, 1.2% active. AID 652105, 2013; active = max response of -50% or lower; inconclusive = between -30% and -50%; inactive = -30% or higher; note: value at the top dose of about 77 µM; % is set by controls: 0 for no effect and ±100 for the full control effect
Target sequence (P48426 whole entry, looked up): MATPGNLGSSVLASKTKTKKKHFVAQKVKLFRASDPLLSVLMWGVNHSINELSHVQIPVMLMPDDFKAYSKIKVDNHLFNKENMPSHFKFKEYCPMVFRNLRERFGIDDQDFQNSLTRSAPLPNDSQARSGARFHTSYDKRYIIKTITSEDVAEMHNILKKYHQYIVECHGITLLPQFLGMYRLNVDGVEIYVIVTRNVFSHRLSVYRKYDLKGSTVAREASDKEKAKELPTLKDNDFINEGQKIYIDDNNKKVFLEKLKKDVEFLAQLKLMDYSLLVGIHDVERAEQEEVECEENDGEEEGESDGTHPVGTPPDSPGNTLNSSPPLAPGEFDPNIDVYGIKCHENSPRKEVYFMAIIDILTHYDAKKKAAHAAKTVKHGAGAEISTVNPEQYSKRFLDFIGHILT
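Luminescence from ADP-Glo served as readout of PI5P4Kalpha activity in a qHTS format. Reaction: enzyme, substrate, compound, ATP at 5 microM final, 60 min at RT.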
IL-2 act: qHTS of IL-2 Activators. IL-2 activation reporter assay, cell-based qHTS; stimulated with anti-CD3/CD4/CD28 beads; in transgenic mouse T cells. activation, % (series mostly up to about 46 µM). 360,000 tested, 0.065% active; in the data active = activation above about 50%; inconclusive = mostly about 30% to 49%; note: 0% is about no effect
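Readout is EGFP and DsRed signal by fluorescent plate cytometry after 18 h at 37 degrees C. Transgenic mouse T cells (750/well) received compound for 60 min before bead stimulation (anti-CD3, anti-CD4, anti-CD28); memory T cells served as non-tolerant control.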
FUS yeast rescue: qHTS for Suppressors of FUS Proteinopathy: Primary screen using FUS-linked yeast assay; S. cerevisiae FUS-expressing, growth rescue, OD600, 24 h; Potency, µM (series often up to 76.6 µM), for inactives: at the highest dose growth rescue (activation), usual class: activators; 390,000 tested, 0.24% active; AID 1347120, 2019;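 note: potency is the fitted concentration of half-maximal effect; plate controls were DMSO vehicle for no effect and reference control for full effect; nearly all actives have a fitted effect of over 55% in size; some results filed as inactive show a strong effect at the top dose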
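Yeast expressing FUS under galactose induction, OD 0.005 in 2% galactose medium; compounds in a dilution series, 24 h at 30C. Growth rescue by absorbance at 600 nm; CP55940 positive control, DMSO negative.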
Abeta rescue: qHTS for compounds that reverse cellular toxicity of Amyloid beta (A-beta) peptide in yeast: Primary Screen | yeast expressing A-beta42, growth rescue, OD600, 48 h; response scale: 0% DMSO, 100% iron-clioquinol control | Potency, µM (top dose mostly 46.1 µM), for inactives: at the top dose growth rescue, actives largely listed as activators | 410,000 tested, 0.063% active; note: potency is the fitted concentration of half-maximal effect; nearly all actives have a fitted effect of over 55% in size
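Growth rescue measured by 600 nm absorbance after 48 h yeast culture at 30 C with compound. Values normalized between DMSO and an equimolar ferric chloride plus clioquinol control.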
EPAC1 antag: qHTS for Antagonist of cAMP-regulated guanine nucleotide exchange factor 3 (EPAC1): primary screen; EPAC1 GEF assay, Rap1b-BODIPY-GDP exchange fluorescence; Potency, µM (highest dose often 115 µM), without a hit: at the top dose activity change, negative = inhibition, actives largely listed as inhibitors; 360,000 tested, 0.14% active; AID 720709, 2013;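 note: potency is the fitted concentration of half-maximal effect; plate controls were vehicle for no effect and positive control for full effect; nearly all actives have a fitted effect of over 50% in size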
EPAC1 ag: qHTS for Agonist of cAMP-regulated guanine nucleotide exchange factor 3 (EPAC1): primary screen. AID 720707, 2013. 360,000 tested, 0.073% active. Potency, µM (top dose mostly 154 µM), inactives show at the highest dose activation, actives largely listed as activators. Rap guanine nucleotide exchange factor 3 (Homo sapiens), O95398. EPAC1 agonist qHTS, biochemical assay; response scale: 100% = response to 6.5 mM cAMP; note: potency is the fitted concentration of half-maximal effect; nearly all actives have a fitted effect of over 60% in size
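Normalized to 6.5 mM cAMP, activity reflects EPAC1-catalysed release of BODIPY-GDP from Rap1B, followed kinetically over 30 min at 480 nm excitation, 540 nm emission. Reaction contained 100 nM EPAC1, 250 nM Rap1B-BODIPY-GDP, 50 uM GDP.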
Starred values were filed as active, the others as inactive; ? = inconclusive; · = no result given; [ ] = remark or other dose. Unless noted, calls come from the whole dose curve; as a rule, active = well fitted curve in the direction sought with a large enough effect; inconclusive = small, poorly fitted or top-dose-only effect, or another doubt; inactive = no such curve, though single readings can be large; an effect the other way counts as inactive or inconclusive.

A first look (2 entries):
Structure	PLK1 PBD inh	WRN helicase inh	aSyn rescue	PI5P4K alpha inh	IL-2 act	FUS yeast rescue	Abeta rescue	EPAC1 antag	EPAC1 ag
COc1ccccc1N1CCN(C(c2cccs2)C(C)NC(=O)c2ccco2)CC1 (stereo not drawn)	-4%	-4%	1%	1	-1.0	-25%	14%	2%	0%
O=C(c1nnc(-c2ccc(Cl)cc2)o1)C1CCCC1	-3%	2%	-1%	-4	-0.2	-11%	1%	-23%	-2%

Results, from the first entry:
Structure	PLK1 PBD inh	WRN helicase inh	aSyn rescue	PI5P4K alpha inh	IL-2 act	FUS yeast rescue	Abeta rescue	EPAC1 antag	EPAC1 ag
COc1ccccc1N1CCN(C(c2cccs2)C(C)NC(=O)c2ccco2)CC1 (stereo not drawn)	-4%	-4%	1%	1	-1.0	-25%	14%	2%	0%
O=C(c1nnc(-c2ccc(Cl)cc2)o1)C1CCCC1	-3%	2%	-1%	-4	-0.2	-11%	1%	-23%	-2%
O=C(O)c1ccc2c(=O)n3c(nc2c1)/C(=C/c1ccc(Cl)cc1Cl)CC3	27µM*	-7%	-4%	-14	0.3	-4%	-6%	?	28%
O=C1NC(=O)C(c2ccccc2)(C2CCCC2)N1 (stereo not drawn)	-8%	-7%	-4%	0	-0.1	0%	-13%	-8%	9%
CCCc1nc2oc3ccccc3c(=O)c2c(=O)n1-c1ccc(C)cc1	1%	5%	15%	-14	0.6	19%	-6%	2%	7%
COc1cc(OC)cc(-c2nc3cc(C)ccc3o2)c1	0%	10%	-17%	7	-3.5	15%	-24%	9%	12%
CCN(C(=O)CSc1nnc2ccccn12)c1c(N)n(Cc2ccccc2)c(=O)[nH]c1=O	-8%	-1%	-2%	5	-3.2	16%	9%	0%	-1%
CCc1c(C)nc(N2CCN(Cc3ccccc3)CC2)[nH]c1=O	1%	4%	0%	1	-0.7	-15%	13%	-4%	-5%
O=c1ccn([C@@H]2O[C@H](CNS(=O)(=O)C3CC3)[C@@H](O)[C@H]2O)c(=O)[nH]1	0%	11%	0%	0	-0.2	-35%	-1%	13%	-8%
CCc1ccc(-c2csc(NC(=O)C3CC(=O)N(c4ccc5c(c4)OCCO5)C3)n2)cc1 (stereo not drawn)	-6%	-28%	-3%	?	1.2	·	9%	-19%	-7%
COc1ccc(C(=O)NC2CCSc3ccccc32)cc1S(=O)(=O)N1CCOCC1 (stereo not drawn)	-1%	-13%	0%	1	-3.0	18%	17%	-10%	5%
COc1ccc(-c2cc(C(=O)Nc3cc(Br)ccc3O)no2)cc1	1%	-10%	1%	-14	1.8	9%	-8%	-1%	1%
O=C(c1ccc(Br)cc1)N1CCC2(CC1)NCCc1[nH]cnc12	-3%	8%	0%	5	-3.1	1%	2%	-24%	1%
Cc1cc(C(=O)NCC(=O)OCC(=O)N(C(C)C)C(C)C)ccc1[N+](=O)[O-]	-1%	-6%	0%	3	1.1	-5%	-4%	-8%	8%
CC(C)Oc1ccccc1C1CC(=O)Nc2cc3c(cc21)OCO3 (stereo not drawn)	-2%	-11%	7%	·	-0.9	6%	1%	-7%	1%

At a glance, part of the list above.
Structure	PLK1 PBD inh	WRN helicase inh	aSyn rescue	PI5P4K alpha inh	IL-2 act	FUS yeast rescue	Abeta rescue	EPAC1 antag	EPAC1 ag
COc1ccc(C(=O)NC2CCSc3ccccc32)cc1S(=O)(=O)N1CCOCC1 (stereo not drawn)	-1%	-13%	0%	1	-3.0	18%	17%	-10%	5%
COc1ccc(-c2cc(C(=O)Nc3cc(Br)ccc3O)no2)cc1	1%	-10%	1%	-14	1.8	9%	-8%	-1%	1%
O=C(c1ccc(Br)cc1)N1CCC2(CC1)NCCc1[nH]cnc12	-3%	8%	0%	5	-3.1	1%	2%	-24%	1%
Cc1cc(C(=O)NCC(=O)OCC(=O)N(C(C)C)C(C)C)ccc1[N+](=O)[O-]	-1%	-6%	0%	3	1.1	-5%	-4%	-8%	8%
CC(C)Oc1ccccc1C1CC(=O)Nc2cc3c(cc21)OCO3 (stereo not drawn)	-2%	-11%	7%	·	-0.9	6%	1%	-7%	1%

Further records:
Structure	PLK1 PBD inh	WRN helicase inh	aSyn rescue	PI5P4K alpha inh	IL-2 act	FUS yeast rescue	Abeta rescue	EPAC1 antag	EPAC1 ag
O=C(O)C12C3CCC(O3)C1(C(=O)O)C1CCC2O1 (stereo not drawn)	0%	2%	-1%	0	-3.8	·	-9%	7%	4%
COCCCn1cc(CN2CC(N3CCSCC3)CS2(=O)=O)nn1 (stereo not drawn)	-16%	2%	9%	-1	0.3	-20%	-16%	-13%	-4%
COC(=O)/C(C#N)=C1/C=Cc2ccccc2N1C	-6%	-2%	3%	·	11	27%	-21%	2%	1%
Cc1ccc(C)c(OCCN2C(=O)NC3(CCc4ccccc4C3)C2=O)c1 (stereo not drawn)	0%	-9%	19%	17	-2.9	28%	?	-1%	9%
CCOc1ccccc1/C=N/NC(=O)CSc1n[nH]c(=O)[nH]c1=O	-6%	1%	-6%	-20	3.2	-26%	-4%	-10%	-14%
Cc1ccc(CSc2nnc(-c3cccc(S(=O)(=O)N4CCOCC4)c3)n2C2CCCC2)cc1	-6%	-13%	7%	8	-0.1	2%	26%	-13%	10%
COC(=O)N/N=C\c1ccc(OC/C=C/c2ccccc2)cc1	-7%	0%	14%	5	0.8	-15%	5%	0%	1%
CCSc1nnc(NS(=O)(=O)c2ccc(C)cc2)s1	?	-13%	9%	-9	-0.1	·	14%	-23%	-10%
NC1=NC[C@@H](Cc2ccc(O)cc2)N1CCc1cccc(F)c1	1%	6%	-3%	-4	0.3	-21%	-15%	12%	-16%
Fc1ccc(-c2nc3ccccc3[nH]2)cc1	?	-6%	-28%	5	-2.1	-12%	-23%	-9%	-1%
COc1ccc(OCC(=O)OCC(=O)Nc2ccc3[nH]c(=O)[nH]c3c2)cc1	-8%	-11%	-1%[1.84 µM]	-4	1.5	14%	-6%	15%	-7%
Cc1c(C(=O)N2CCCCC2)c(S(=O)(=O)N2CCN(c3ccc(F)cc3)CC2)c(C)n1C	-19%	-6%	-2%	4	-0.3	39%	1%	-5%	-1%
S=c1[nH]nc(-c2ccc(Br)cc2)n1Cc1ccco1	-28%	4%	13%	-17	0.9	2%	18%	1%	14%
CCc1cc(=O)oc2cc(C)cc(OC(C)C(=O)NCC(O)c3ccccc3)c12 (stereo not drawn)	-7%	-2%	-4%	-1	-0.7	29%	1%	-5%	1%
O=C1CC(=O)Nc2cc(S(=O)(=O)Nc3cccc(C(F)(F)F)c3)ccc2N1	-10%	3%	0%	0	-1.7	32%	1%	18%	-1%
NC(=S)NN=C1CCCC(C(F)(F)F)C1 (stereo not drawn)	-2%	6%	-2%	-5	-0.1	·	-3%	7%	1%
Cc1ccc(NC(=O)C2CCN(c3cnccn3)CC2)cc1C	-2%	2%	1%	-4	0.6	-9%	-18%	11%	2%
Cc1ccc(S(=O)(=O)N2CCOCC2)cc1NC(=O)COc1ccc2c(C)cc(=O)oc2c1	9%	-11%	9%	-6	-0.3	·	-2%	-17%	9%
C=CCOC(=O)C1=C(C)NC(SCC)=C(C#N)C1c1ccc(Cl)cc1 (stereo not drawn)	-1%	-5%	-18%	16	-1.2	10%	2%	?	0%
c1ccc(COc2ncnc3c2ncn3CCCNCC(c2ccccc2)c2ccccc2)cc1	-3%	-4%	13%	-1	-4.3	39%	11%	-22%	-14%
CCCCNC(=O)c1cc(-c2ccc(OC)c(OC)c2)on1	-4%	-5%	2%	-3	-0.2	-15%	-4%	15%	0%
O=C(c1ccco1)N1CCN(CCCCOc2ccc(F)cc2)CC1	-2%	-5%	1%	1	2.7	-4%	11%	-5%	-11%
COc1cccc(CNC(=O)c2ccc(C(=O)NCc3cccc(OC)c3)cc2)c1	1%	3%	0%	3	-3.2	-15%	-8%	-17%	11%
Cc1ccc(C)c(NC(=O)c2cc3ccccn3n2)c1	-16%	7%	1%	0	-0.3	-16%	-14%	14%	2%
Cc1cc(=O)oc2cc(OCC3CC(c4ccc(Cl)cc4)=NO3)ccc12 (stereo not drawn)	-3%	-5%	-1%	·	-2.9	?	-23%	12%	1%
CCOC(=O)C1=C(C)N(C[C@@H]2CC[C@@H](Cc3ccc(-c4ccccc4)cc3)O2)C(=O)NC1c1cccc2ccccc12 (stereo partly drawn)	-15%	-4%	8%	9	1.0	?	4%	-6%	0%

Source: PubChem (National Center for Advancing Translational Sciences (NCATS))
